# M5 antag: antagonists of human muscarinic M5 receptor (CHRM5); P08912; CHO-hM5 cells, Fluo-8 calcium fluorescence, ACh EC80; inhibition, % at 3 µM; 0.59% of 360,000 active; AID 624040;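 active = inhibition above a per-plate cutoff, the mean of that plate's test compounds plus 3 SD, cut at about 27% in these data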;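 note: 0% = acetylcholine EC80 with DMSO and 100% = DMSO without agonist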
# M5 PAM: CHRM5 positive allosteric modulation | P08912 | CHO-K1 hM5, Fluo-8 calcium, ACh EC20 PAM; 0% = ACh EC20, 100% = ACh EC100 | activation, % at 3 µM | 0.3% of 360,000 active | AID 624038;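 active = activation above the run cutoff, the mean activation of all test compounds plus 3 SD, cut at about 18% in these data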
#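 Replicates: One well per compound, no replicates | System: Human M5 receptor in CHO-K1 cells | Benchmarks: Low control EC20 acetylcholine (0%), high control EC100 acetylcholine (100%) | Probe or stimulus: Acetylcholine, EC20 level | Times: Fluo-8 loading 80 min at 37 °C plus 30 min room temperature | Signal: Intracellular calcium via Fluo-8 fluorescence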
# CHRM4 antagonist: antagonists of human muscarinic M4 receptor (CHRM4); inhibition, % at 3 µM; AID 624125; CHO-hM4 cells, ACh EC80, Fluo-8 calcium fluorescence; 0.73% of 360,000 active;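 active = inhibition above its plate's cutoff, the mean inhibition of sample wells plus 3 SD, cut at about 27% in these data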;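 note: 0% = acetylcholine EC80 with DMSO and 100% = DMSO without agonist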
# Target sequence (P08173 whole entry, looked up): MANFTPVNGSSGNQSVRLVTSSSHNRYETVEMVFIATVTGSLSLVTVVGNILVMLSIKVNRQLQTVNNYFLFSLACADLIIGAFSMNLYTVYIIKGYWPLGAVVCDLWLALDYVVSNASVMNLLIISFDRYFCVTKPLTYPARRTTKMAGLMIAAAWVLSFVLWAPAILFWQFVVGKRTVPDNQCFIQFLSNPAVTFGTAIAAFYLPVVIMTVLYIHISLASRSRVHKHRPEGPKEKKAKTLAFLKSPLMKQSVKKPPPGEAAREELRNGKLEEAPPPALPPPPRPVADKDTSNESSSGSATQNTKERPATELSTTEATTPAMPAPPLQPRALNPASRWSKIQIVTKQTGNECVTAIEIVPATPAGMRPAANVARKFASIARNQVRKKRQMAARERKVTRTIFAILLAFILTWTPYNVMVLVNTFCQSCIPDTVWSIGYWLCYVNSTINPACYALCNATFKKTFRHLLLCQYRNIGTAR
# M4 ag: CHRM4 agonism in calcium assay. P08173. 0.14% of 360,000 active. CHO-K1 hM4/Gqi5, Fluo-8 calcium fluorescence; vehicle 0%, full acetylcholine response 100%. AID 624127. activation, % at 3 µM;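 active = activation above the run mean over all test wells plus 3 SD, cut at about 32% in these data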;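 note: peak over basal fluorescence ratio per well then scaled between controls; 0% = DMSO wells and 100% = acetylcholine at EC100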
# CHRM5 agonist: agonists of human muscarinic M5 receptor (CHRM5) | P08912 | CHO-K1 hM5 cells, Fluo-8 calcium fluorescence; 0% DMSO wells, 100% maximal acetylcholine response | activation, % at 3 µM | 0.19% of 360,000 active | AID 624037;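 active = activation above the run's mean over test compounds plus 3 SD, cut at about 23% in these data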;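 note: signal is peak over basal fluorescence ratio across the kinetic read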
# M1 ag: activates human CHRM1 receptor; P11229; CHO-K1 hM1, Fluo-8 calcium fluorescence, agonist mode; 0% DMSO, 100% acetylcholine EC100; activation, % at 3 µM; 0.33% of 360,000 active; AID 588814;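 active = activation above the run's mean compound activation plus 3 SD, cut at about 16% in these data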;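 note: peak over basal fluorescence ratio within a 140 s kinetic read after compound addition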
# Target sequence (P11229 whole entry, looked up): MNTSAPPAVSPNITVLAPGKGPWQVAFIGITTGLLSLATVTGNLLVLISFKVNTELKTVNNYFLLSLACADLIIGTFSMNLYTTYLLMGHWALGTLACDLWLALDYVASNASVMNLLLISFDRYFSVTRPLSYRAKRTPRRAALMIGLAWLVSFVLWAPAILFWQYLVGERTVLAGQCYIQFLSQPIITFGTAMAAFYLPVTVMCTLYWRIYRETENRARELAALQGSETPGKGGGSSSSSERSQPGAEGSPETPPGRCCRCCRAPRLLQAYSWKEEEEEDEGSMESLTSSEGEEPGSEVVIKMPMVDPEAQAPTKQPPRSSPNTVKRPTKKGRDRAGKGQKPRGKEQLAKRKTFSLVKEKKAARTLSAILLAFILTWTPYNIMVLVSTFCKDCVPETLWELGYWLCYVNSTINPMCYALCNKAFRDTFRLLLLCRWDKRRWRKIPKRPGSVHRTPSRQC
# TAAR1 ag: agonists of human TAAR1; Q96RJ0; CHO RD-HGA16 TAAR1, Fluo-8 calcium fluorescence; vehicle wells 0%, saturating PEA agonist 100%; activation, % at 3 µM; 0.99% of 360,000 active; AID 624467;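 active = activation above the mean activation of all test compounds in the run plus 3 SD, cut at about 38% in these data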
#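 System: CHO-derived RD-HGA16 cells with stable Gα16 and human TAAR1 / Times: 17-24 h plating, Fluo-8 75 min 37 °C, 30 min RT / Technique: calcium-sensitive Fluo-8 signal, excitation 470-495, emission 515-575 nm / Measure: % activation relative to PEA EC100 response / Benchmarks: DMSO and PEA EC100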
# CHRM1 PAM: positive allosteric modulators of human M1 muscarinic receptor | P11229 | activation, % at 3 µM | CHO-K1 hM1, Fluo-8 calcium fluorescence, ACh EC20; 0% = ACh EC20, 100% = maximal ACh | 0.088% of 360,000 active; in the data active = activation above about 19%, passing the limit was not always enough
# M1 antag: antagonists of human M1 muscarinic receptor. CHO-K1 hM1, Fluo-8 calcium fluorescence, ACh EC80 antagonist. inhibition, % at 3 µM. 1.3% of 360,000 active;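 active = percent inhibition above its own plate's cutoff, namely the mean of that plate's compound wells plus 3 SD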;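 note: peak over basal fluorescence ratio during 140 s after agonist addition; 0% = ACh EC80 plus DMSO and 100% = DMSO alone without agonist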
# * marks the source's active call; other numbers are inactive results; nt = no result given. Some of the compounds tested. The share of hits here may be higher or lower than overall.
SMILES,M5 antag,M5 PAM,CHRM4 antagonist,M4 ag,CHRM5 agonist,M1 ag,TAAR1 ag,CHRM1 PAM,M1 antag
CCN1CCC2(CC1)Oc1c(OC)cccc1C1CC(c3cccnc3)=NN12 (stereo unspecified),9.6,0.2,2.3,2.3,0.5,-4.4,0.6,6.6,-7.5
O=C(CCC1CCCC1)NCCS(=O)(=O)N1CCN(c2ccccc2F)CC1,12.4,-10.4,-11.2,10.5,0.1,-0.3,-1.2,6.1,-30.6
Cc1ccc(C)c(NC(=O)CSc2nnc([C@@H]3CCCN3C(=O)OC(C)(C)C)o2)c1,-2.6,-34.4,-3.9,6.5,-4.7,-1.7,10.6,-4.7,4.0
O=C(Cn1nnc(-c2cc(C(F)(F)F)cc(C(F)(F)F)c2)n1)NNC(=S)Nc1ccc(Cl)cc1,-5.0,5.9,-0.9,0.0,-0.3,-1.7,0.7,-3.4,11.3
COc1ccc(C2(C)NC(=O)N(CC(=O)N3CCc4ccccc43)C2=O)cc1OC (stereo unspecified),-4.8,13.8,7.5,0.3,1.4,-3.0,-4.4,2.5,1.0
CCOC(=O)C1CCN(S(=O)(=O)c2ccc(-n3cnnn3)c(C)c2)CC1,-3.0,2.6,-6.4,2.0,4.9,-1.5,8.0,9.7,-33.2
O=C(NCCCc1ccncc1)C1CCC(=O)N(Cc2ccc(Cl)cc2)C1 (stereo unspecified),6.8,-6.6,-4.3,1.6,-3.3,-5.0,-0.7,7.3,-11.3
O=C(Cn1c(=O)oc2ccccc21)NCCc1ccccc1Cl,8.6,-0.5,1.2,1.3,-2.6,-5.7,0.9,5.7,-12.3
CN(Cc1cnn(C)c1)Cc1nc(Cc2ccccc2Cl)no1,-2.0,-5.2,0.2,0.7,-1.6,-10.3,-0.1,1.7,1.6
COc1ccc(S(=O)(=O)N(C)CC(=O)N2CCOCC2)cc1Cl,1.4,0.1,10.0,-0.3,2.6,-3.2,12.0,-0.4,-0.3
COc1ccc(CCCNC(=O)C2(C)Cc3c(-c4cccc(C(N)=O)c4)ccnc3O2)cc1 (stereo unspecified),9.9,-10.0,-4.5,10.7,3.4,7.0,6.1,9.5,-10.9
Cc1ccccc1OCc1nc2ccccc2n1C,12.6,-1.5,0.4,-0.3,-5.3,-5.9,0.0,5.1,-9.0
CN1C(=O)[C@H]2[C@@H](/C=C/c3ccccc3)N3C(=O)CN(Cc4ccccn4)C(=O)[C@@]3(C)[C@H]2C1=O,4.3,1.4,-2.1,1.9,3.7,0.1,-1.1,13.3,-11.1
Cc1ccc(NC(=O)CCS(=O)(=O)c2ccccc2)cc1S(=O)(=O)N1CCCCCC1,-1.1,-9.4,-10.8,5.8,4.3,-2.4,3.3,-0.1,5.1
CCc1ccc(Nc2cc(C(=O)NCCCN3CCOCC3)c3ccccc3n2)cc1,2.8,-10.9,0.2,14.7,-0.3,1.6,27.8,4.9,-5.4
COc1cc(C(O)P(=O)(OC(C)C)c2ccc(N(C)C)cc2)cc(OC)c1OC (stereo unspecified),-4.6,-0.2,-2.8,0.4,-1.8,-3.0,6.9,3.9,-8.3
C[C@H](NC(=O)c1cc2cc(Cl)ccc2n1C)C(=O)N[C@@H](C(=O)O)c1ccccc1,18.6,-4.6,7.3,0.0,-1.7,-3.5,-0.8,9.6,-6.5
COc1ccc(OC)c(NC(=O)Nc2nnc(COCCO)s2)c1,-0.9,3.6,-4.4,0.8,1.4,-2.8,0.1,13.0,-12.7
N#CCC(=O)NC(=O)NCC1CC1,4.7,6.8,-3.5,0.1,4.2,-3.4,20.5,3.1,2.2
CC(C)(Oc1ccc(Cl)cc1)C(=O)OCC(=O)Nc1ncc(Cl)cc1Cl,-7.6,1.9,-0.7,-0.1,-4.5,-7.0,11.0,-5.4,6.3

# 5 compounds already listed, arranged by SMILES length, falling:
SMILES,M5 antag,M5 PAM,CHRM4 antagonist,M4 ag,CHRM5 agonist,M1 ag,TAAR1 ag,CHRM1 PAM,M1 antag
COc1ccc(CCCNC(=O)C2(C)Cc3c(-c4cccc(C(N)=O)c4)ccnc3O2)cc1 (stereo unspecified),9.9,-10.0,-4.5,10.7,3.4,7.0,6.1,9.5,-10.9
Cc1ccc(NC(=O)CCS(=O)(=O)c2ccccc2)cc1S(=O)(=O)N1CCCCCC1,-1.1,-9.4,-10.8,5.8,4.3,-2.4,3.3,-0.1,5.1
CC(C)(Oc1ccc(Cl)cc1)C(=O)OCC(=O)Nc1ncc(Cl)cc1Cl,-7.6,1.9,-0.7,-0.1,-4.5,-7.0,11.0,-5.4,6.3
O=C(CCC1CCCC1)NCCS(=O)(=O)N1CCN(c2ccccc2F)CC1,12.4,-10.4,-11.2,10.5,0.1,-0.3,-1.2,6.1,-30.6
Cc1ccccc1OCc1nc2ccccc2n1C,12.6,-1.5,0.4,-0.3,-5.3,-5.9,0.0,5.1,-9.0

# The listing continues:
SMILES,M5 antag,M5 PAM,CHRM4 antagonist,M4 ag,CHRM5 agonist,M1 ag,TAAR1 ag,CHRM1 PAM,M1 antag
COCCn1c(C)cc(C(=O)CSc2n[nH]c(N)n2)c1C,-1.4,1.9,0.2,1.8,-4.1,-4.5,2.2,7.1,-6.7
CCc1nc(SCC(=O)O)c(C#N)c2c1CCCC2,7.8,-1.8,1.0,0.1,1.7,-3.0,-0.8,10.1,-12.4
O=C(O)CN1CCc2ccccc2C1,8.6,-6.5,2.6,0.2,-3.4,-8.3,22.8,4.5,-0.5
CC(C)Oc1ccc(C(=O)Nc2cc(S(=O)(=O)N3CCOCC3)ccc2N2CCOCC2)cc1,6.5,-0.5,1.6,8.1,1.6,-2.9,3.7,-6.4,15.1
Cc1ccccc1C(=O)NNC1CC(=O)N(c2ccc3c(c2)OCCO3)C1=O (stereo unspecified),-1.0,4.2,3.2,1.8,-0.8,-1.8,-0.8,-6.6,11.3
O=S(=O)(c1ccc(N2CCN(c3ccc(F)cc3)CC2)cc1)N1CCCC1,-4.5,3.8,6.8,0.7,-0.9,-3.5,6.8,6.8,-8.1
Clc1ccc(C(CCN2CCCC2)Cc2ccccc2)cc1 (stereo unspecified),25.9,-18.5,31.8*,4.1,-7.5,-11.1,4.1,-34.8,84.2*
COC(=O)[C@]1(C)N[C@H](c2ccc(SC3CCCCC3)c(OC)c2)[C@@H]2C(=O)N(C)C(=O)[C@@H]21,-1.1,6.0,-7.7,2.6,-0.4,-6.7,3.0,0.5,1.1
CCn1c(SCC(=O)NC2CCCCC2)nnc1-c1ccccn1,22.5,-6.3,2.8,0.6,-3.5,-2.2,1.6,0.7,0.8
C/C(CCc1ccc2c(c1)OCO2)=N\NC(=S)NC(C)C,3.3,-0.7,0.4,0.1,-0.2,-5.0,1.1,4.6,-2.9
CCOC(=O)c1ccccc1NC(=O)c1ccc(Cl)c(S(=O)(=O)N2CCOCC2)c1,9.0,-10.9,0.3,1.3,0.1,-2.6,10.6,3.6,-2.5
CCC(=O)N1CCCc2cc(S(=O)(=O)NCc3cccs3)ccc21,10.3,-7.2,10.2,1.8,-0.1,-1.1,3.4,-7.5,-1.3
Cn1c(N)c(S(=O)(=O)N2CCN(c3cccc(Cl)c3)CC2)c(=O)n(C)c1=O,-9.8,11.3,2.6,1.6,1.4,-2.7,3.9,4.8,-5.0
Cc1ccc(NC(=O)C2CCCN(C(=O)c3ccc(Cl)cc3)C2)c(C)c1 (stereo unspecified),2.3,7.3,-11.9,3.6,1.4,0.0,-0.9,4.2,-3.0
O=S(=O)(c1ccc(N2CCCC2c2nc3ccccc3s2)nc1)N1CCOCC1 (stereo unspecified),4.4,-2.8,3.0,2.7,-2.3,-3.4,5.3,6.2,-13.7
Cc1cc(=O)[nH]c(N/N=C/c2ccc(-c3ccc(F)cc3)o2)n1,5.7,1.0,8.1,0.9,-1.3,-1.3,3.1,7.4,-7.4
O=c1c2[nH]c3ccc(F)cc3c2ncn1CCCn1ccnc1,0.0,0.7,14.2,0.4,-2.9,-4.7,11.9,3.0,6.6
COc1ccc(N(C)C(=S)Nc2ccc3nc(C)c(C)nc3c2)cc1,3.1,-0.5,-6.0,0.6,-2.0,-7.7,2.5,9.6,-7.6
O=C(NCc1ccco1)C1(c2ccc(Br)cc2)CCCC1,-0.3,-3.4,-2.6,-1.1,-6.2,-11.3,-1.1,6.3,-7.1
Clc1ccc(Nc2ncnc3ccc(Br)cc23)cc1,17.7,-16.1,6.1,13.7,11.2,1.5,33.0,-3.2,-7.4
CCC1(C)Cc2c(sc3c2c2ncnn2c2nnc(SCC(=O)NCc4ccco4)n32)CO1 (stereo unspecified),-0.2,1.3,8.2,0.8,-10.5,-8.1,5.2,-15.4,3.4
COCCSc1ccccc1C(=O)N1CCCC(C)C1 (stereo unspecified),7.5,0.0,10.0,0.0,-0.8,-5.4,2.2,7.3,-3.1
COc1ccc(N2C(=O)CSC2c2ccc([N+](=O)[O-])cc2)cc1 (stereo unspecified),7.5,-10.4,6.8,19.4,0.7,-5.1,2.5,-7.8,9.8
COc1ccc(N2C(=O)CC(C3CCCO3)C2=O)cc1 (stereo unspecified),-9.5,6.6,-5.7,0.8,0.8,-2.4,0.9,10.0,-8.7
Cc1ccc(C(=O)N2CCC(C(=O)NC3CCCCCC3)CC2)cc1,4.6,3.8,4.3,0.5,-1.6,-5.2,-3.9,15.2,-18.6
O=c1c2ccccc2nnn1CSc1ccccc1F,-1.6,0.0,0.3,2.6,-3.2,-6.1,59.5*,4.4,-3.4
CC1CCN(c2ccc3nnc(CCC(=O)NCc4ccco4)n3n2)CC1,8.9,1.0,-3.6,-0.2,-5.3,-6.5,-2.3,8.0,-9.1
COc1ccc(/C=C\C(=O)NCc2ccc3c(c2)cc(C)n3C)cc1OC,1.5,-3.2,0.1,1.4,0.9,-5.7,0.9,3.3,-13.3
CCCCn1nnnc1C1(C)CCC(=O)N1Cc1ccc(C)cc1 (stereo unspecified),-6.4,5.0,-4.1,1.6,5.1,nt,3.0,nt,nt
COc1cc(Nc2c3ccccc3nc3ccccc23)cc(OC)c1OC,1.2,-1.1,-2.6,0.0,-4.9,-8.7,-2.6,-4.0,6.3
COc1ccc2oc(C(=O)OCC(=O)Nc3cc(S(=O)(=O)N4CCOCC4)ccc3OC)c(C)c2c1,3.4,1.9,-2.2,1.4,-0.7,-2.3,-0.2,5.6,-8.9
O=C(c1ccc(S(=O)(=O)N2CCOCC2)cc1)N(c1ccccn1)C1CCCCC1,11.6,-1.9,3.0,-0.6,0.8,-1.6,-0.8,18.3,-11.1
Cc1c(C(=O)O)cccc1[N+](=O)[O-],-2.0,-3.8,5.1,0.9,1.0,-3.1,0.8,3.2,-3.7
Cc1nn(-c2ccccc2)c(C)c1C(=O)OCC(=O)Nc1ccccc1Cl,12.4,-4.3,-2.4,0.3,2.0,-1.1,4.5,1.1,-3.2
COC(=O)c1c(NC(=O)COC(=O)[C@@H](NS(=O)(=O)c2ccc(C)cc2)C(C)C)sc2c1CCC2,9.7,-7.4,6.8,-0.6,-3.7,-3.8,-1.5,0.6,1.1
COc1ccc(-c2nc(C)ncc2-c2ccccc2)c(O)c1,14.9,-5.0,1.1,4.7,-5.5,-8.1,-2.6,-1.7,3.3
